Screening data from PubChem.
FEN1 inh = qHTS Assay for the Inhibitors of Human Flap endonuclease 1 (FEN1); P39748; Recombinant FEN1 flap cleavage, fluorescence, 15 min; Potency, µM (highest dose often 114 µM), for the others: at the highest dose activity change, negative = inhibition, usual class: inhibitors; 0.35% of 390,000 active; AID 588795, 2011; also: nearly all actives have a fitted effect of over 65% in size
Target sequence (P39748 whole entry, looked up): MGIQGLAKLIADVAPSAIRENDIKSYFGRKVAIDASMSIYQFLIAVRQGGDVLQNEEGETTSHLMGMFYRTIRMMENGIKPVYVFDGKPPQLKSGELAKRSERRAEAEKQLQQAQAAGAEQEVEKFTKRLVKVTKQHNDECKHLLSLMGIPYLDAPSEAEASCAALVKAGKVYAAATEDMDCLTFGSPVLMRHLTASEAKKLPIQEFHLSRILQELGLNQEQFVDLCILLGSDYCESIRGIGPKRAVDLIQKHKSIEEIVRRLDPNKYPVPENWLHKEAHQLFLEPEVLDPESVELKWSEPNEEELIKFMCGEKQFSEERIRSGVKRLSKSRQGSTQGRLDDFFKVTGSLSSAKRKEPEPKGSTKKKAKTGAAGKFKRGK
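Nuclease activity of 10 nM FEN1 was measured after 15 min of room-temperature exposure to titrated compounds, by adding 50 nM flap substrate and reading plates at 0 and 15 min.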
N370S GC mod = qHTS Assay for Inhibitors and Activators of N370S glucocerebrosidase as a Potential Chaperone Treatment of Gaucher Disease; Lysosomal acid glucosylceramidase (Homo sapiens), P04062; N370S GC spleen homogenate, 4MU-glucoside fluorescence; Potency, µM (doses to about 59.4 µM), for the others: top-dose activity change, negative = inhibition, hits mostly inhibitors; 0.092% of 330,000 active; AID 2101, 2009;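 also: 0% = full enzyme activity and -100% = no enzyme basal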
KAT2A inh = qHTS Assay for Inhibitors of GCN5L2 | AID 504327, 2011 | Potency, µM (highest dose often 58.9 µM), for inactives: at the top dose activity change, negative = inhibition, actives largely listed as inhibitors | Histone acetyltransferase KAT2A (Homo sapiens), Q92830 | 0.21% of 390,000 active | GCN5L2 HAT assay, ThioGlo1 CoA-SH fluorescence
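GCN5L2 (20 nM) in 50mM HEPES pH 7.5, 0.1mM EDTA, 0.01% Tween-20 preincubated 15 min with compounds at room temperature. Reaction started with H3(1-25) 75uM, acetyl-CoA 70uM, ThioGlo1 50uM; CoA-thiol fluorescence (Ex340/Em540) read at 0 and 20 min.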
Numbers without * were called inactive; ? = inconclusive; nt = not tested or not shown; [ ] = another dose, or the depositor's remark. Calls follow the shape of the dose curve; as a rule, active = well fitted curve in the direction sought with a large enough effect; inconclusive = small, poorly fitted or top-dose-only effect, or another doubt; inactive = no such curve, though single readings can be large; an effect the other way counts as inactive or inconclusive. Unless noted, % is scaled to controls: 0 for no effect and ±100 for the full control effect; potency is read from the fitted curve at half-maximal effect.

SMILES	FEN1 inh	N370S GC mod	KAT2A inh
Cc1ccc(NC(=O)c2cccc3c2-c2ccccc2C3=O)cc1C	-5%	3%	-15%
O=C(COC(=O)COc1ccccc1)Nc1cccnc1Cl	-3%	nt	0%
CC(C)C(=O)Nc1nnc(Cc2ccccc2)s1	2%	6%	-1%
Cc1c(C(=O)Nc2nnc(C3CC3)s2)oc2c(Cl)cccc12	14%	-5%	2%
CC(=O)/C(C#N)=C1\NC(=O)C(Cc2ccccc2C)S1 (stereo not given)	-1%	-8%	-6%
CCCOc1ccc(C(=O)Nc2cccc(NC(=O)c3ccc(Cl)cc3Cl)c2)cc1	11%	nt	3%
CCOC(=O)C1CCN(CC(=O)c2c(C)[nH]c3cc(C)ccc23)CC1	-8%	-8%	-4%
O=C1CCSc2ccc(S(=O)(=O)Nc3cccc(C(F)(F)F)c3)cc2N1	-5%	nt	17%
COC(=O)C(CCSC)NC(=O)c1cc2c(n(-c3ccc(C)cc3)c1=O)CCCC2=O (stereo not given)	14%	5%	-8%
CN(CC(=O)Nc1ccc(N2CCOCC2)cc1)C(=O)CCNC(=O)c1ccccc1Cl	0%	-8%	-1%
Cc1nn(-c2ccccc2)c2sc(C(=O)Nc3ccc(Cl)cc3Cl)cc12	-1%	nt	-7%
CC1CCCN(CCCNC(=O)c2nn(C)c3c2CSc2ccccc2-3)C1 (stereo not given)	13%	1%	-3%
Cc1ccc(C)c(OCC(=O)Nc2sc3c(c2C#N)CCCC3)c1C	-16%	nt	-6%
Cc1cc(N/N=C2/CCCc3ccccc32)nc2ccccc12	0%	4%	-11%
Cc1c(CC(=O)NCCCC(=O)O)c(=O)oc2cc3oc4c(c3cc12)CCCC4	3%	-3%	-27%
O=C(COc1ccc2ccccc2c1)NNC(=O)Nc1ccc(F)cc1F	-13%	-4%	-11%
COc1ccc(-n2nc([N+](=O)[O-])c(=NCc3cccnc3)n2O)cc1	-3%	-1%	1%
COc1ccc(CNC(=O)COC(=O)/C=C/c2cccc(Br)c2)cc1	19%	-13%	-6%
COc1cc(/C=C/C(=O)c2ccc3c(c2)OCO3)cc(Cl)c1O	-3%	21%	-6%
CCCCS(=O)(=O)c1oc(-c2cccs2)nc1S(=O)(=O)c1ccccc1	-2%	nt	-21%
Cc1ccc2nc(N3CCN(c4cccc(C)c4C)CC3)c3nncn3c2c1	-15%	nt	-2%
Cc1ccc(CCN2C(=O)c3ccc(C(=O)O)cc3C2=O)cc1	nt	4%	-7%
Cc1c(CNC2CCCCC2)c(C(=O)O)c(C)n1Cc1cccc(Cl)c1	-16%	nt	-2%
CCOc1ccc(-n2c(=O)c3ccccc3c3ccccc3c2=O)cc1	-8%	15%	-4%

The last 5 records of the part above come first, to join the parts.
SMILES	FEN1 inh	N370S GC mod	KAT2A inh
CCCCS(=O)(=O)c1oc(-c2cccs2)nc1S(=O)(=O)c1ccccc1	-2%	nt	-21%
Cc1ccc2nc(N3CCN(c4cccc(C)c4C)CC3)c3nncn3c2c1	-15%	nt	-2%
Cc1ccc(CCN2C(=O)c3ccc(C(=O)O)cc3C2=O)cc1	nt	4%	-7%
Cc1c(CNC2CCCCC2)c(C(=O)O)c(C)n1Cc1cccc(Cl)c1	-16%	nt	-2%
CCOc1ccc(-n2c(=O)c3ccccc3c3ccccc3c2=O)cc1	-8%	15%	-4%
CCn1c(CN2CCOCC2)nnc1SCC(=O)Nc1ccccc1C	-1%	1%	-25%
CCCCC(=O)N(CCOC)c1nnc(-c2cccnc2)s1	-4%	1%	-12%
C=CCOc1c2ccc(C(=O)NCc3ccccc3OC)cc2nn1C	-5%	14%	?
CCOc1ccc(NC(=O)c2ccncc2)cc1	-18%	2%	-12%
COC(=O)CN1C(=O)N/C(=C/c2cc3c(cc2OC)OCO3)C1=O	6%	-8%	-6%
O=C(NC(=S)Nn1cnc2c(cnn2-c2ccccc2)c1=O)c1ccc(Oc2ccccc2)cc1	5%	-7%	-2%
CCCCC(Sc1nc2cc3c(cc2c(=O)n1CCCC(=O)NCc1ccc2c(c1)OCO2)OCO3)C(=O)OCC (stereo not given)	5%	nt	-4%
COc1ccc(C)cc1NC(=O)Nc1cccc(C(=O)O)c1	-11%	8%	-6%
COc1cccc2c1Oc1ncccc1N(C(=O)Nc1ccc(F)c(Cl)c1)C2	0%	nt	3%
O=C(N/N=C/c1cccs1)c1ccccn1	-15%	0%	-28%
COc1ccc(NC(=S)N(Cc2ccc(C(=O)O)cc2)Cc2ccc(OC)c(OC)c2)cc1	-19%	-14%	-4%
Cn1c(=O)c([N+](=O)[O-])c(Cl)c2ccccc21	-10%	-1%	0%
CC(=O)n1cc(Nc2ccccc2C(=O)O)c2ccccc21	-1%	-5%	-12%
CC(C)(C)NC(=O)C(=O)NNC(=O)c1ccco1	38%[activator]	1%	-6%
Cc1ccn2c(CNCCn3cccn3)c(C(=O)N3CCCCCC3)nc2c1	10%	0%	-21%
Cc1ccc(-c2nn(-c3ccc(F)cc3)cc2C(=O)N2CCN(C3CCS(=O)(=O)C3)CC2)cc1 (stereo not given)	-11%	nt	2%
Cc1[nH]c(=O)c(C#N)cc1-c1ccncc1	21%	1%	-12%
COc1ccc(CCNC(=O)CCCn2c(=O)c3cccn3c3ccccc32)cc1OC	18%	nt	-8%
CCOC(=O)c1c(NC(=O)c2nc(S(C)(=O)=O)ncc2Cl)sc(C(C)=O)c1C	10%	nt	-3%
CCOC(=O)C1=C(COC(=O)/C=C/c2ccc(SC)cc2)NC(=O)NC1C (stereo not given)	-8%	6%	-6%
Cc1ccc(S(=O)(=O)NNC(=S)NCCc2ccccc2)cc1	-4%	0%	4%
Cc1ccc(O)c(C(=O)c2coc(=N)c(C(=O)NC(C)C)c2)c1	-6%	2%	-3%
COC(=O)c1cnc2c(C(F)(F)F)cccc2c1OC	-3%	5%	1%
COc1cc(Br)c(CN2C(=O)NC3(CCCCCC3)C2=O)cc1OC	4%	-23%	-6%
Cc1c(N=C2C=C(Br)C(=O)C(Br)=C2)c(=O)n(-c2ccccc2)n1C	?	-5%	-8%
O=C(CC12CC3CC(CC(C3)C1)C2)N1CCCC1	-5%	2%	0%
O=C(CSc1nnnn1C1CCCCC1)Nc1ccccc1N1CCOCC1	-2%	21%	9%
C=CCC[C@@H](Cc1ccc(F)cc1)C(=O)OC[C@@H](NC(=O)[C@H](CC=C)CC(=O)NCCO)C(C)(C)C	1%	nt	-2%
Cc1ccccc1CSc1nnc(CCCCCNC(=O)OC(C)(C)C)o1	13%	2%	-4%
COc1ccc(/C=C/c2nc3ccccc3n2Cc2ccc(OC)c(OC)c2)cc1	-2%	3%	-21%
O=C(NCCN1C(=O)S/C(=C\c2ccc(OC(F)F)cc2)C1=O)C1=COCCO1	-2%	1%	0%
Cc1nc(Cl)cc(N/N=C/c2ccc(O)cc2)n1	-17%	7%	-16%
CN1C(=O)/C(=C/c2cn(CC(=O)NCc3ccco3)c3ccccc23)NC1=S	nt	12%	2%
O=C(NC1CCCCC1)N(Cc1nc2ccccc2c(=O)[nH]1)C1CCCC1	1%	?	-2%
COc1cc(OC)cc(C(=O)N[C@H](C(=O)Nc2nc3ccc(S(C)(=O)=O)cc3s2)C(C)C)c1	16%	0%	-7%
COc1ccc(C2=[N+]([O-])C(C)(C)N(O)C2C)cc1 (stereo not given)	-1%	-1%	0%
O=C(CCNC(=O)c1ccco1)NCCc1ccc(Cl)cc1	1%	-2%	-5%
CCOc1cc(/C=C2\C(=O)N(c3cccc(C(F)(F)F)c3)C(=O)c3ccccc32)ccc1O	3%	6%	-26%
O=C(C1CCCC1)N1CCN=C1SCc1cccc([N+](=O)[O-])c1	-9%	-7%	-5%
CCCCC(=O)NC(=S)Nc1cc(C(=O)O)ccc1OC	0%	-5%	5%
CCC(CC)c1nnc(NC(=O)/C=C/c2ccco2)s1	-12%	2%	1%
CCNc1ccc(-c2nc(-c3ccncc3)no2)cc1[N+](=O)[O-]	18%	nt	0%
c1cn(-c2ccc(-c3ccnc4ncnn34)cc2)cn1	-12%	-13%	-4%
COc1ccc(-c2ccc(CCC(=O)O)n2CC(=O)Nc2cccc(C(F)(F)F)c2)cc1	12%	nt	-8%
CC1(C)CC(=O)C=C(NNC(=O)OC(C)(C)C)C1	-8%	6%	-6%
COC(=O)COc1ccc2c(c1C)O/C(=C\c1ccco1)C2=O	12%	11%	21%
CCOC(=O)c1ccc(CNC(=O)CCC(=O)O)cc1	16%	9%	0%
CCOP(=O)(OCC)C(Nc1ccccc1)c1ccc2c(c1)OCO2 (stereo not given)	13%	?	-5%
O=C1CCCC2=C1Sc1ccccc1N2	-11%	3%	0%
CC1CCCCC1NC(=O)COC(=O)/C=C/c1ccco1 (stereo not given)	-7%	nt	-4%
Cc1cc(Cl)c(S(=O)(=O)Nc2ccc3c(c2)OCO3)cc1OCC(=O)NC1CCCCC1	-12%	25%[12.8 µM]	-6%
CC(C)C[C@H](NC(=O)[C@H](CO)NC(=O)[C@H](C)NC(=O)[C@H](CCCN=C(N)N)NC(=O)[C@H](CCCN=C(N)N)NC(=O)[C@@H](N)CC(C)C)C(=O)NCC(=O)O	nt	1%	-1%
O=C(CN(Cc1ccccc1Cl)S(=O)(=O)c1ccc(Cl)cc1)N/N=C/c1ccc(C(=O)O)cc1	12%	-7%	-20%
Cc1ccc(-n2ncc3c(SCc4ccccn4)ncnc32)c(C)c1	-12%	0%	-16%
CC(C)(C)C(=O)Nc1ccc(C(=O)COC(=O)C2=COCCO2)cc1	4%	-4%	0%
COC(=O)C1CCN(C(=O)C2CCC(=O)N(CCCc3ccccc3)C2)CC1 (stereo not given)	0%	-2%	-3%
O=C(N/N=C/c1cc([N+](=O)[O-])ccc1O)c1cccc(NC(=O)c2cccc(Cl)c2)c1	-4%	-17%	-30%
CCOC(=O)c1cccc(NC(=O)c2ccc(NC(=O)c3ccco3)cc2)c1	-13%	?	-20%
CC(C)c1ccc(NC(=S)Nc2ccc3[nH]c(=O)[nH]c3c2)cc1	-9%	2%	-8%
Cc1ccc2cc(CN(CCN3CCCC3)C(=O)Nc3ccccc3)c(=O)[nH]c2c1C	-12%	18%	-2%

Retrieved one by one from above:
SMILES	FEN1 inh	N370S GC mod	KAT2A inh
CC1CCCCC1NC(=O)COC(=O)/C=C/c1ccco1 (stereo not given)	-7%	nt	-4%
CC(C)C[C@H](NC(=O)[C@H](CO)NC(=O)[C@H](C)NC(=O)[C@H](CCCN=C(N)N)NC(=O)[C@H](CCCN=C(N)N)NC(=O)[C@@H](N)CC(C)C)C(=O)NCC(=O)O	nt	1%	-1%

New compounds follow:
SMILES	FEN1 inh	N370S GC mod	KAT2A inh
CCOc1ccc(N(CC)S(=O)(=O)N2CCCC(C(=O)NCc3ccc(SC)cc3)C2)cc1 (stereo not given)	-17%	nt	-9%
O=C(c1ccc(Cl)nc1)N1CCC(Cc2ccccc2)CC1	-4%	-1%	17%
Cc1ccc(-n2nc(C(=O)O)cc2-c2ccccc2)cc1	3%	-2%	-6%
Cc1cccc(N2CCN(C(=S)NC3CCCCC3)CC2)c1C	11%	-15%	-12%
COc1cc(CN(C(=O)COc2ccc(Cl)cc2)c2ccccn2)cc(OC)c1OC	9%	nt	-3%
CC(CNS(=O)(=O)c1ccccc1)Sc1ncccn1 (stereo not given)	-4%	10%	2%
COc1ccc(-c2nc3cnc(N(C)C)nc3n(CCC#N)c2=O)cc1	nt	15%	-9%
CCc1nnc(NC(=O)c2nc3nccc(C)n3n2)s1	30%	10%[2.35 µM]	-1%
COc1ccc(CCNC(=O)c2ccc3ccccc3n2)cc1OC	7%	8%	0%
Cn1c(O)c(C=Nc2ccc(N3CCOCC3)cc2)c(=O)n(C)c1=S	1%	7%	-5%
Cc1ccc(/C=C/c2onc(C)c2S(=O)(=O)N2CCC(C(=O)NC(C)(C)C)CC2)cc1	-19%	-1%	?
COc1ccc(N2CCN(C(=O)c3cc(-c4cc(OC)ccc4OC)nc4ccccc34)CC2)cc1	0%	?	-1%
CCOC(=O)N1CCC(Nc2ncnc3c2cnn3-c2ccccc2)CC1	-1%	-1%	-2%
C[C@H](CO)N1C[C@H](C)[C@@H](CN(C)C(=O)Nc2ccc(C(F)(F)F)cc2)Oc2ccc(NC(=O)Nc3ccc4c(c3)OCO4)cc2C1=O	-13%	nt	-5%
CC(C)(C)c1ccc(N2C(=O)CSC2c2cccnc2)cc1 (stereo not given)	0%	5%	-3%
O=C(COC(=O)COc1ccccc1)NCc1ccco1	0%	-10%	-4%
CC1=C(C(=O)c2ccccc2)C(c2cccc([N+](=O)[O-])c2)NC(=S)N1 (stereo not given)	9%	-11%	-9%
Cc1nc2cc(-c3sccc3-n3cccc3)nn2c(C)c1C	-17%	-6%	-11%
O=C(COc1ccccc1)Nc1ccccc1NS(=O)(=O)c1cccs1	-1%	8%	4%

A portion of the library; rates above refer to the full screens.
